High-throughput results (PubChem)
RmlCD inh 1536 – inhibitors of Mycobacterium tuberculosis RmlC and RmlD coupled enzymes; RmlC+RmlD coupled enzyme assay, percent inhibition; primary screen in compound mixtures; P9WH09+P9WH11; hit rate 0.03% among 160,000; AID 1533; inhibition, % at 3.6 µM; in the data active = inhibition mostly above about 34%, no sharp cut-off; also: some results filed as inactive read as strong as hits
Target sequence (P9WH09 whole entry, looked up): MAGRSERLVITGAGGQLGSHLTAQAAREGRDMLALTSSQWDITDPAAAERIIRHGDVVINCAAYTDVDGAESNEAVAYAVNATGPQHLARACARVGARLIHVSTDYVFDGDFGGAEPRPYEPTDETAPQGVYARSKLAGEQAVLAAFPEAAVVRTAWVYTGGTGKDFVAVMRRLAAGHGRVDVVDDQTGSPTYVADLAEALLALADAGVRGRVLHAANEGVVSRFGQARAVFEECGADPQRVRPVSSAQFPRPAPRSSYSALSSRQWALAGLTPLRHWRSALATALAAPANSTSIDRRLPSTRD
Target sequence (P9WH11 whole entry, looked up): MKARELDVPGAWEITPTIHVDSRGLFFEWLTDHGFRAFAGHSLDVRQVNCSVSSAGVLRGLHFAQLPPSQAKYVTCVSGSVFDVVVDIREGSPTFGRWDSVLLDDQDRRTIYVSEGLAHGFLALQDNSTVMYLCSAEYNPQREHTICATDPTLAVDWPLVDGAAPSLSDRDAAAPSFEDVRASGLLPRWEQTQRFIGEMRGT
GlmU inhibition – inhibition of mycobacterial GlmU enzyme – biochemical, glucosamine-1-phosphate acetyltransferase (AID 1376); M. tuberculosis GlmU acetyltransferase enzyme assay; higher % means a stronger effect; one-dose inhibition, %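 (tested at 30 µM in the primary screen)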; IC50 in µM for titrated hits; hit rate 0.25% among 220,000; in the data active = inhibition above about 13%;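 also: 0% = complete reaction with vehicle and 100% = reaction without substrate; strong numbers were not always called active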
* hit, by the source's call; · = no result given. The list is partial; rates above refer to the full screens.

canonical_smiles	RmlCD inh 1536	GlmU inhibition
O=C(c1ccc([N+](=O)[O-])s1)N1CCc2ccccc2C1	18.5	-3.6%
O=C(COc1ccccc1-c1ccccc1)N/N=C/c1ccc2ccccc2c1	·	-0.1%
Cc1cccc(N2CCC(N3CCN(C4CCCCC4)C(CCO)C3)CC2)c1C (centres undefined)	·	-0.4%
COc1cccc(C2C(C(=O)OCc3ccccc3)=C(C)Nc3ncnn32)c1OC (centres undefined)	3.6	-4.6%
CC1CCCCN1C(=O)c1ccc(NC(=O)c2ccccc2Cl)cc1 (centres undefined)	-3.3	4.2%
Cc1cc([N+](=O)[O-])nn1CC(=O)c1ccccc1	7.0	2.8%
CCOC(=O)C1(CCOc2ccccc2)CCN(Cc2ccc(COC)o2)CC1	-14.9	-0.1%
Cc1cccc(OCc2nc3ccccc3c(=O)n2N)c1	-5.1	0.0%
CSc1nsc(SCC(=O)N2CCN(c3ccccc3)CC2)n1	-7.2	-6.6%
COc1ccc(CNc2cccc(F)c2)cc1Br	4.4	1.1%
COc1ccc(N2C(=O)CC(C#N)=C2N)cc1	5.8	4.2%
Oc1c(C(c2ccccn2)N2CCC(Cc3ccccc3)CC2)cc(Cl)c2cccnc12 (centres undefined)	-10.2	5.0%
CCN(CC(=O)NCc1ccc(Cl)cc1)Cc1cc(=O)n2ccsc2n1	-12.9	1.1%
CC1CCCCN1CC(=O)NCc1ccc2c(c1)OCO2 (centres undefined)	·	-3.5%
Cc1cccc(C)c1N1CCN(c2ccc3nnc(C(F)(F)F)n3n2)CC1	·	-4.3%
CC1=C(C)CC(C(=O)Nc2nc(-c3ccc(C)cc3C)c(C)s2)C(C(=O)O)C1 (centres undefined)	-11.0	3.2%
CCOc1ccc(OCCOCCN2CCc3ccccc3C2)cc1	-0.7	·
C=COCCNC(=O)Nc1ccc(Cl)cc1Cl	·	2.1%
O=C(Nc1ccccc1C(=O)OC1CCOC1=O)c1ccco1 (centres undefined)	6.8	1.4%
COc1ccc(C2CC(c3ccc(OC)cc3)n3nc(NC(=O)c4ccco4)nc3N2)cc1 (centres undefined)	·	-4.7%
COC(=O)C(CC(C)C)NC(=O)c1ccc([N+](=O)[O-])cc1 (centres undefined)	-6.8	0.2%
C/C(=N\O)C1(C)N(O)C(C)(C)C(c2ccc(F)cc2)=[N+]1[O-] (centres undefined)	-10.0	-1.6%
O=C(O)c1ccc(S(=O)(=O)Nc2ccc(O)c(Sc3nc4ccccc4s3)c2)cc1	2.1	6.6%
CCc1ccc(NC(=O)C(C)OC(=O)c2cccc(S(=O)(=O)N3CCc4ccccc4C3)c2)cc1 (centres undefined)	10.2	1.0%
COC(=O)c1nn(-c2ccccc2)nc1-c1nn(-c2ccccc2)nc1C(=O)OC	-1.5	1.4%
CSc1ccc(Cl)c(C(=O)NCCOc2cc(C)ccc2C(C)C)c1	·	-5.2%
CCCOc1ccccc1C1NC(=O)NC(C)=C1C(=O)OCCOC(C)C (centres undefined)	9.7	-0.6%
CCOc1ccc(NC(=O)Cn2nnc(-c3ccccc3NC(=O)C3CC3)n2)cc1	-8.2	-5.0%
CN1CCN(c2nc(-c3ccc(Br)cc3)nnc2-c2ccccc2)CC1	1.7	0.6%
NS(=O)(=O)c1ccc(CCNC(=O)c2cccc([N+](=O)[O-])c2)cc1	-13.3	-2.4%
Cc1ccc(S(=O)(=O)N2CCN(C(=O)CN3CCc4ccccc4C3)CC2)cc1	-9.0	5.7%
COc1cc(/C=C/C(=O)N(Cc2ccccc2)c2ccccn2)cc(OC)c1OC	4.2	-5.5%
O=C(Cc1cccs1)Nc1nnc(SCc2ccc(C(F)(F)F)cc2)s1	8.4	-4.8%
Cc1ccc(S(=O)(=O)c2nc(C)oc2N2CCOCC2)cc1	21.9	1.4%
COC(=O)c1cc(NC(=O)C2(S(=O)(=O)c3ccc(Cl)cc3)CC2)cc(C(=O)OC)c1	-3.5	-1.3%
N=C1S/C(=C\c2ccccc2F)C(=O)N1c1ccc(F)cc1	-9.2	5.6%
CN(Cc1cccs1)C(=O)Cn1cnc2cc([N+](=O)[O-])ccc2c1=O	·	-1.6%
O=C(N/N=C/c1ccc(Cl)cc1)c1nc2ccc([N+](=O)[O-])cc2c(=O)[nH]1	·	5.1%
O=C(NC12CC3CC(CC(C3)C1)C2)c1ccc(-c2ccc(Cl)cc2)o1	-6.6	-2.5%
O=C(NCC(c1cccnc1)N1CCN(c2ccccc2F)CC1)OCc1ccccc1 (centres undefined)	-6.1	-3.8%
CCN(Cc1ccccc1)c1ccc(/C=N/NS(=O)(=O)c2ccc(C)c([N+](=O)[O-])c2)cc1	11.2	0.8%
CN(C)NC(=O)c1cccc(Cl)c1	-8.5	2.4%
COC(=O)c1cc(N=C(N)N=C(N)N)cc(C(=O)OC)c1	-1.3	-3.4%
O=C(c1ccco1)N1CCN(S(=O)(=O)c2ccc3c(c2)CCN3C(=O)C2CC2)CC1	68.0	0.7%
Cc1cc(C)nc(SCc2nnc(SCC(N)=O)n2Cc2ccco2)n1	·	3.2%

A draw from above in order of number of heavy atoms, ascending:
canonical_smiles	RmlCD inh 1536	GlmU inhibition
N=C1S/C(=C\c2ccccc2F)C(=O)N1c1ccc(F)cc1	-9.2	5.6%
Cc1cc(C)nc(SCc2nnc(SCC(N)=O)n2Cc2ccco2)n1	·	3.2%
CCN(Cc1ccccc1)c1ccc(/C=N/NS(=O)(=O)c2ccc(C)c([N+](=O)[O-])c2)cc1	11.2	0.8%

Continued.
canonical_smiles	RmlCD inh 1536	GlmU inhibition
Cc1cc(NC(=O)c2cc(F)c(F)cc2Cl)no1	·	-4.8%
CCc1cccc(CC)c1NC(=O)c1cccc(NC(=O)c2ccccc2)c1	·	1.4%
CC(=O)c1cc(-c2ccccc2)n(CC(=O)N2CCC(N3CCCCC3)CC2)c1C	·	1.1%
O=C(c1cc(C2CC2)on1)N1CCN(C(c2ccccc2)c2ccccc2)CC1	-5.7	0.7%
Cc1cccc(-n2c(N)cc(=O)[nH]c2=S)c1C	·	-0.8%
N#Cc1ccsc1NC(=O)CN1CCN(c2ccccc2)CC1	·	5.9%
COc1ccc(C(=O)Nc2ccc3nc(N4CCCCC4)cc(C)c3c2)cc1OC	-9.6	5.1%
Cn1c(SCC(=O)N2CCCCC2)nnc1-c1ccc(S(=O)(=O)N2CCOCC2)cc1	·	0.9%
Cc1cc(-c2ccccc2)nc(N(C)NC(=O)c2cccc(C(F)(F)F)c2)c1S(C)(=O)=O	-0.1	8.4%
O=C(CS(=O)(=O)c1ccc(C(F)(F)F)cn1)NNC(=O)c1ccccc1	-5.6	-0.1%
O=C(CSc1nc(-c2ccccc2)cc(=O)[nH]1)N1CCOCC1	-21.2	-3.5%
CNc1nc(OC)nc(N2CCOCC2)n1	-8.3	-1.9%
Cc1[nH]c2ccccc2c1N=Nc1ccc(F)cc1	3.0	-5.4%
O=C(Nc1nc(-c2ccccc2)cs1)c1ccc(S(=O)(=O)N2CCc3ccccc32)cc1	·	8.2%
COC(=O)Nc1c(C(=O)OC)cc(OC)c(OC)c1OC	-4.1	-1.6%
Cc1cc(N=Nc2c(O)c3ccccc3[nH]c2=O)ccc1N=Nc1ccc(C(=O)N(C)C)cc1	8.3	-1.1%
Cc1ccc(CNC(=O)c2ccc3c(c2)NC(=O)C(N2CCOCC2)S3)cc1 (centres undefined)	93.6	-7.3%
CCOCCCNC(=S)N1CCCN(c2nc3c(C)c(C)ccc3cc2C#N)CC1	10.7	-6.8%
CC(C)N(C(=O)CSc1nnc(-c2cc3ccccc3cc2O)n1Cc1ccco1)C(C)C	-3.5	-4.3%
O=C1c2ccccc2N2C(=O)c3ccccc3C2N1Cc1ccco1 (centres undefined)	5.8	2.7%
O=C1CC(c2ccccc2Br)c2cc3c(cc2N1)CCC3 (centres undefined)	2.6	-3.9%
Cc1cc(NS(=O)(=O)c2ccc(NC(=S)NC(=O)c3ccc(F)cc3)cc2)no1	3.2	2.8%
COc1ccc(N2C(=O)CNC2=S)cc1	·	2.5%
COc1ccc(OC)c(-c2cc(C(=O)Nc3c(C)nn(Cc4ccccc4C)c3C)no2)c1	·	2.9%
CCC(=O)NCC(c1ccco1)N1CCN(c2ccc(OC)cc2)CC1 (centres undefined)	-2.8	1.6%
CS(=O)(=O)N(Cc1ccc(C(=O)NC2CCCC2)cc1)c1ccccc1	·	-2.6%
CCOC(=O)C(C)Sc1nc(-c2ccccc2)nc2ccccc12 (centres undefined)	-5.9	-1.9%
CCOC(=O)c1c2ccc(OCC(=O)N/N=C/c3ccccc3C(F)(F)F)cc2n2ccccc12	-2.7	3.5%
COc1ccc(CNC(=O)Cn2c(=O)oc3ccccc32)cc1OC	·	0.2%
CCOC(=O)c1ccc(NC(=O)CN2C(=O)C(CC)SC(CC)C2=O)cc1 (centres undefined)	9.4	-0.1%
COc1cc([N+](=O)[O-])ccc1NC(=O)C[n+]1ccccc1	-9.8	-3.8%
O=C(COC(=O)c1ccccc1)Nc1ccc(Cl)cc1C(=O)c1ccccc1	·	0.6%
O=C(NNS(=O)(=O)c1ccc(F)cc1)c1cnccn1	-11.7	0.3%
COCCN1C(=O)N[C@@H](c2ccccc2)C(C(=O)OC)=C1C	·	-1.7%
Cc1cccc(N2C(=O)CC(Sc3nc(C)cc(C)n3)C2=O)c1 (centres undefined)	·	-1.4%
CCOC(=O)N1CCC(Nc2c(-c3ccccc3)c(=O)c2=O)CC1	·	-3.2%
O=C(COc1ccccc1)Nc1nnc(-c2ccc3c(c2)CCCC3)o1	6.1	5.0%
Cc1ccccc1NC(=O)C1CCCN(S(=O)(=O)c2cnc[nH]2)C1 (centres undefined)	7.0	-2.9%
C/C(=N\Nc1ccccn1)c1ccc(OC(F)F)cc1	·	6.6%
COCCCNCCCCOc1cccc(Br)c1	-6.9	0.0%
Cc1cc(NC(=O)c2ccc3c(c2)C(=O)N(C2CCCCC2)C3=O)no1	9.0	-2.4%
CCc1nc(SCc2nnc(-c3ccc(C)cc3)o2)c2c(C)c(C)sc2n1	·	1.0%
COc1ccc(NC(=O)/C=C/c2c(Cl)nc3ccccn23)cc1	·	-9.9%
CCOC(=O)c1c(CN2CCN(CCO)CC2)n(-c2ccccc2)c2cc(Br)c(O)cc12	-9.1	-2.1%
O=C(O)COCC(=O)NC1CCN(Cc2ccccc2)CC1	·	-3.6%
CCOC(=O)c1ccc2c(c1)nc(SCc1cn3ccsc3n1)n2CC	-13.3	0.1%
S=c1[nH]nc(-c2ccco2)n1C1CCCCC1	10.0	4.3%
O=C(COc1ccc(F)cc1)c1c(O)cc(O)cc1O	25.5	6.2%
COc1ccc(CNC(=O)C/C(C)=N/NC(=O)c2ccc([N+](=O)[O-])cc2Cl)cc1	1.6	1.0%
CCCOc1ccc(CSC2=NCCN2)cc1[N+](=O)[O-]	7.2	·
N#CCC(=O)N/N=C/c1cc([N+](=O)[O-])ccc1N1CCCC1	15.5	0.3%
COc1cc(O)c(C(CC(=O)N2CCOCC2)c2ccc3c(c2)OCO3)c(OC)c1 (centres undefined)	·	-1.9%
c1ccc(CSc2ncccn2)cc1	14.2	4.0%
COc1ccc(Cl)cc1NC(=O)Cn1cccc1	-2.5	1.3%
CCc1nc2c(c(=O)c3ccccc3n2C)c(=O)n1-c1ccc(F)cc1	-9.6	-3.4%
Nc1cc(Cl)ccc1Oc1ccccc1	·	8.6%
O=C(O)c1cccc(CSc2nc(-c3ccccc3)cc(C(F)(F)F)n2)c1	-12.1	0.1%
Cc1ccc(S(=O)(=O)N(C)C)cc1NC(=O)c1ccncc1	-42.1	0.7%
CCN1CCN(CC(=O)Nc2cc(C(F)(F)F)ccc2OCCOC)CC1	·	12.1%
CCCCCCNC(=O)N[C@@H](C(=O)NCCC[C@H]1CN2C(=NC[C@@H]2Cc2ccccc2)N1CCc1cccc(OC)c1)C(C)C	·	-8.2%

A section from further up:
canonical_smiles	RmlCD inh 1536	GlmU inhibition
Cc1ccc(S(=O)(=O)N(C)C)cc1NC(=O)c1ccncc1	-42.1	0.7%
CCN1CCN(CC(=O)Nc2cc(C(F)(F)F)ccc2OCCOC)CC1	·	12.1%
CCCCCCNC(=O)N[C@@H](C(=O)NCCC[C@H]1CN2C(=NC[C@@H]2Cc2ccccc2)N1CCc1cccc(OC)c1)C(C)C	·	-8.2%

The list continues.
canonical_smiles	RmlCD inh 1536	GlmU inhibition
CC1=CC(c2ccccc2)n2nc(N3C(=O)C4CC=CCC4C3=O)nc2N1 (centres undefined)	9.7	0.9%
N#Cc1ccc(-n2c(-c3ccccc3)nnc2-c2ccccc2)cc1C#N	-5.2	-1.0%
O=C(C1CCCO1)N1CCC(O)(c2ccccc2)CC1 (centres undefined)	0.3	0.6%
O=C(Nc1ccc2c(c1)OCO2)c1cc(C2CC2)on1	-7.0	3.7%
Cc1cccc(NC(=S)NC(=O)/C=C/c2ccco2)c1	12.5	-3.5%
COc1ccccc1NC(=O)CN1C(=O)CCS(=O)(=O)c2ccccc21	-12.0	-2.1%
Cc1ccc(-c2cc(C(F)F)nc(NCc3cccnc3)n2)cc1	-6.1	3.5%
Nn1c(SC/C=C/c2ccccc2)nnc1-c1cccnc1	-6.1	-0.8%
